Screening data as filed in PubChem.
KAT2A inh: inhibitors of human GCN5L2 histone acetyltransferase | Q92830 | GCN5L2 HAT assay, ThioGlo1 CoA-SH fluorescence | Potency, µM (titrated, usually from 58.9 µM), for inactives: at the top dose activity change, negative = inhibition, most hits filed as inhibitors | actives 0.21% (n = 390,000) | AID 504327
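GCN5L2 (20nM final) in 50mM HEPES, 0.1mM EDTA pH 7.5, 0.01% Tween-20 was preincubated 15 min at room temperature with compound, then given ThioGlo1 (50uM), H3(1-25) peptide (75uM) and acetyl-CoA (70uM); CoA-thiol fluorescence (Ex340/Em540) was read at 0 and 20 min.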
DT40 TDP1 no CPT: qHTS for Inhibitors of human tyrosyl-DNA phosphodiesterase 1 (TDP1): qHTS in cells in absence of CPT; AID 686978, 2013; Potency, µM (series often up to 46.2 µM), inactives show top-dose activity change, negative = growth inhibition, most hits filed as inhibitors; actives 15% (n = 420,000); DT40 Tdp1-/- hTDP1 cells, no CPT, ATP luminescence, 48 h; note: nearly all actives have a fitted effect of over 55% in size
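Growth kinetics read by CellTiter-Glo luminescence after ≥48 hr at 37 °C. Cells: DT40 Tdp1-/- stably carrying human TDP1, 400 per well, compound exposure in the absence of CPT (DMSO vehicle).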
TDP1 block: blocks human tyrosyl-DNA phosphodiesterase 1 | Q9NUW8 | recombinant TDP1, AlphaScreen DNA substrate cleavage | Potency, µM (titrated, usually from 130 µM), for the others: at the highest dose activity change, negative = inhibition, hits mostly inhibitors | actives 0.28% (n = 350,000) | AID 485290; note: nearly all actives have a fitted effect of over 40% in size
Target sequence (Q9NUW8 whole entry, looked up): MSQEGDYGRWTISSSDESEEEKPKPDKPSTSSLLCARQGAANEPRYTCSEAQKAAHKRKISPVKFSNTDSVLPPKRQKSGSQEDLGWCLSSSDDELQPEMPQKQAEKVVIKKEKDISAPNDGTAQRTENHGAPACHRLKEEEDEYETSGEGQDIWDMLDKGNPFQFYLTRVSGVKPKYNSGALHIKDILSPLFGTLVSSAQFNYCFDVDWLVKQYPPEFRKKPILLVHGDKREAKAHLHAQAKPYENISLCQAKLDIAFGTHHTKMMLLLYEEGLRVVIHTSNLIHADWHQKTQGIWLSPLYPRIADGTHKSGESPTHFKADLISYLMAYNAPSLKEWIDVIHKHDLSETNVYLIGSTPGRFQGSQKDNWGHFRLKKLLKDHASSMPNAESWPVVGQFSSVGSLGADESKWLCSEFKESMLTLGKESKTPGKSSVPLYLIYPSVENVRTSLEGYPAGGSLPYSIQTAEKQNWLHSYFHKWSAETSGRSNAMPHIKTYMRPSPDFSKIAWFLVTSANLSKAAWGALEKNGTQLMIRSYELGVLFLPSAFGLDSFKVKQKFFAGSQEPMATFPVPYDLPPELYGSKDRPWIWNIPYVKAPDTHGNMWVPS
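Recombinant human Tdp1 (E. coli-expressed, 1 nM final) preincubated with compounds 15 min at room temperature, then 5'-biotin/3'-phosphotyrosine-FITC DNA substrate (15 nM final) added for 5 min. AlphaScreen beads (10 ug/ml final) added 10 min; cleavage lowers signal.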
* hit, by the source's call; & = joins results of further samples; [ ] = remark or other dose. Calls come from the whole dose curve; as a rule, active = well fitted curve in the direction sought with a large enough effect; inconclusive = small, poorly fitted or top-dose-only effect, or another doubt; inactive = no such curve, though single readings can be large; an effect the other way counts as inactive or inconclusive. % is set by controls: 0 for no effect and ±100 for the full control effect; potency is the fitted concentration of half-maximal effect.

`CN1C(=O)CC(N2CCN(Cc3ccc(Cl)cc3)CC2)C1=O` (stereo unspecified) gave KAT2A inh -6.4%, DT40 TDP1 no CPT -2.5% and TDP1 block -4.7%.
For O=C(Nc1ccc([N+](=O)[O-])cc1)c1cc(-c2ccccn2)nc2c(Cl)cccc12 the results were KAT2A inh -4.6%, DT40 TDP1 no CPT inconclusive and TDP1 block 0.0%.
COCCn1c(=O)[nH]c2cc(C(=O)N3CCN(c4cc(C)ccc4C)CC3)ccc2c1=O was read as KAT2A inh -2.1%, DT40 TDP1 no CPT inconclusive and TDP1 block 6.2%[0.0935 µM].
For COc1ccccc1-c1c(C(F)(F)F)oc2cc(OCC(=O)Nc3cc(C)ccc3C)ccc2c1=O the results were KAT2A inh 1.5% and TDP1 block 2.7%.
Screening COc1cccc(C(O)c2nc3ccccc3n2C)c1 (stereo unspecified) returned KAT2A inh -15.1%, DT40 TDP1 no CPT -9.2% and TDP1 block 2.7%.
Screening Cn1c(N)c(C(=O)COC(=O)c2cc(C3CC3)nc3ccccc23)c(=O)n(C)c1=O returned KAT2A inh -7.9%, DT40 TDP1 no CPT 18.4µM* and TDP1 block 3.3%&-1.3%.
`Cc1cccc(-c2c3c(=O)n(C)c(=O)n(C)c3cn2C(C)(C)C)c1` gave KAT2A inh 2.1%, DT40 TDP1 no CPT -11.4% and TDP1 block 1.0%.
Screening Cc1ccc(CSc2cn(CC(=O)N3CCCCCC3)c3ccccc23)cc1 returned KAT2A inh -7.8%, DT40 TDP1 no CPT 20.6µM* and TDP1 block 2.6%.
`C[C@@H]1C(=O)O[C@H](C)[C@H]1C[C@@H](O)[C@](C)(O)C1CC[C@@]2(O)C3=CC(=O)[C@@H]4C[C@@H](O)[C@@H](O)C[C@]4(C)C3CC[C@]12C` (stereo partly specified) gave KAT2A inh -1.7%, DT40 TDP1 no CPT 5.0% and TDP1 block 1.5%.
CCN(CC)CCN1C(=O)C(=O)/C(=C(/O)c2ccc(S(=O)(=O)N3CCOCC3)cc2)C1c1ccc(C(C)(C)C)cc1 (stereo unspecified) was read as KAT2A inh -12.0%, DT40 TDP1 no CPT -4.3% and TDP1 block 12.1%.
CN(C)CCCN(C(=O)c1ccc(C(=O)c2ccccc2)cc1)c1nc2c(F)cccc2s1 was read as KAT2A inh -20.9%, DT40 TDP1 no CPT -11.6% and TDP1 block 6.2%.
Screening CCOc1cc(C)c(Cl)cc1S(=O)(=O)N(CC)CC returned KAT2A inh inconclusive, DT40 TDP1 no CPT inconclusive and TDP1 block -1.1%.
For O=C(O)C1C2CCC(O2)C1C(=O)Nc1cccc(Cl)c1 (stereo unspecified) the results were KAT2A inh -3.2% and DT40 TDP1 no CPT 7.1%.
Cn1c(=O)c2c(nc(SCC(=O)N3CCOCC3)n2C)n(C)c1=O was read as KAT2A inh 0.4%, DT40 TDP1 no CPT -11.3% and TDP1 block -10.1%.
CC(C)N(Cc1ccccc1)C(=S)Nc1ccc(OC(F)F)cc1 was read as KAT2A inh -2.7%, DT40 TDP1 no CPT inconclusive and TDP1 block 0.6%.
For COc1ccc(CCNC(=O)Cn2c(=O)cnc3ccccc32)cc1 the results were KAT2A inh -9.7%, DT40 TDP1 no CPT 23.1µM* and TDP1 block -1.0%.
`CCOC(=O)C1CCN(C(=O)C2CCCN(S(=O)(=O)c3ccc(OC)c(Cl)c3)C2)CC1` (stereo unspecified) gave KAT2A inh -10.3%, DT40 TDP1 no CPT 11.6µM* and TDP1 block 1.7%.
For O=C(NCCCN1CCOCC1)c1cc(-c2ccc(Br)cc2)nc2ccccc12 the results were KAT2A inh inconclusive, DT40 TDP1 no CPT inconclusive and TDP1 block -6.3%[0.505 µM].
`C=CCn1c(CCCOc2ccc(Cl)cc2Cl)n[nH]c1=S` gave KAT2A inh -5.2%, DT40 TDP1 no CPT 17.0% and TDP1 block -2.7%.
`COCCN1C(=O)CS/C1=C(/C#N)C(=O)NCc1ccco1` gave KAT2A inh -5.5%, DT40 TDP1 no CPT 0.5% and TDP1 block 2.5%.
CCOC(=O)c1cnc(-n2nc(C)cc2C)nc1Oc1ccccc1F was read as KAT2A inh 6.2%, DT40 TDP1 no CPT inconclusive and TDP1 block 0.0%.
`C/C(=N\NC(=O)c1cccc(S(=O)(=O)N2CCCC2)c1)c1ccncc1` gave KAT2A inh 0.5%, DT40 TDP1 no CPT -3.1% and TDP1 block 1.3%.
Screening COc1cccc(OC)c1C(=O)NC(=O)Nc1c(C)cccc1C returned KAT2A inh 4.3% and DT40 TDP1 no CPT 18.7%.
For Cc1c(NC(=O)c2cnn3c(C(F)(F)F)cc(-c4ccco4)nc23)c(=O)n(-c2ccccc2)n1C the results were KAT2A inh -7.7%, DT40 TDP1 no CPT inconclusive and TDP1 block -10.1%.
For Cc1ccc(NC(=O)C(C)N2C(=O)c3ccccc3S2(=O)=O)cc1Cl (stereo unspecified) the results were KAT2A inh -5.5% and DT40 TDP1 no CPT 1.1%.
For CC1CN(C(=O)CSc2cn(CC(=O)N3CCOCC3)c3ccccc23)CC(C)O1 (stereo unspecified) the results were KAT2A inh -5.8%, DT40 TDP1 no CPT 18.0% and TDP1 block 0.5%.
Screening COCCN(C(=O)COC(=O)CCOc1cccc(C)c1)c1c(N)n(Cc2ccccc2)c(=O)[nH]c1=O returned KAT2A inh -1.9% and DT40 TDP1 no CPT -30.3%.
CN1CCN(C(=O)C2CCCCC2C(=O)O)CC1 (stereo unspecified) was read as KAT2A inh -3.2%, DT40 TDP1 no CPT -9.3% and TDP1 block 3.9%.
Screening CCOc1ccc(N2CC(C(=O)NCc3ccc(F)cc3)CC2=O)cc1 (stereo unspecified) returned KAT2A inh -10.3%, DT40 TDP1 no CPT 2.6% and TDP1 block 6.3%.
For COC(=O)c1ccc(NS(=O)(=O)N(C)C)cc1 the results were KAT2A inh -2.2%, DT40 TDP1 no CPT -3.9% and TDP1 block 6.6%.

Arranged by SMILES length (ascending): some entries from above
For COC(=O)c1ccc(NS(=O)(=O)N(C)C)cc1 the results were KAT2A inh -2.2%, DT40 TDP1 no CPT -3.9% and TDP1 block 6.6%.
`COCCN1C(=O)CS/C1=C(/C#N)C(=O)NCc1ccco1` gave KAT2A inh -5.5%, DT40 TDP1 no CPT 0.5% and TDP1 block 2.5%.
CCOC(=O)c1cnc(-n2nc(C)cc2C)nc1Oc1ccccc1F was read as KAT2A inh 6.2%, DT40 TDP1 no CPT inconclusive and TDP1 block 0.0%.
Screening CCOc1ccc(N2CC(C(=O)NCc3ccc(F)cc3)CC2=O)cc1 (stereo unspecified) returned KAT2A inh -10.3%, DT40 TDP1 no CPT 2.6% and TDP1 block 6.3%.
For CC1CN(C(=O)CSc2cn(CC(=O)N3CCOCC3)c3ccccc23)CC(C)O1 (stereo unspecified) the results were KAT2A inh -5.8%, DT40 TDP1 no CPT 18.0% and TDP1 block 0.5%.
For Cc1c(NC(=O)c2cnn3c(C(F)(F)F)cc(-c4ccco4)nc23)c(=O)n(-c2ccccc2)n1C the results were KAT2A inh -7.7%, DT40 TDP1 no CPT inconclusive and TDP1 block -10.1%.

More structures follow:
COc1ccc(NS(=O)(=O)c2ccc(NC(=O)c3ccccc3)cc2)nn1 was read as KAT2A inh -8.0%, DT40 TDP1 no CPT inconclusive and TDP1 block 5.7%.
`CCN(C(=O)CSc1cc(C)c2cccc(C)c2n1)C1CCS(=O)(=O)C1` (stereo unspecified) gave KAT2A inh -8.0%, DT40 TDP1 no CPT inconclusive and TDP1 block -2.6%.
For COc1ccc(NCC(=O)N/N=C/C=C\c2ccccc2)cc1 the results were KAT2A inh -1.1%, DT40 TDP1 no CPT -21.9% and TDP1 block -1.1%.
`CC(=O)Nc1cccc(C(=O)NNC(=O)c2ccccc2-n2cccc2)c1` gave KAT2A inh 0.3%, DT40 TDP1 no CPT 25.9% and TDP1 block 2.8%.
Screening Cc1ccccc1-c1noc(-c2ccc(N3CCCC3)c([N+](=O)[O-])c2)n1 returned KAT2A inh -4.3%, DT40 TDP1 no CPT -14.1% and TDP1 block 11.4%.
Screening O=C(Cc1ccc(Cl)cc1Cl)NCc1cccnc1 returned KAT2A inh 4.6%, DT40 TDP1 no CPT 1.9% and TDP1 block -0.7%.
`CCNC(=O)CC1C(=O)N(c2ccccc2)C(=O)N1CCOC` (stereo unspecified) gave KAT2A inh -0.7% and DT40 TDP1 no CPT 5.0%.
Cc1cc(C(=O)CCC(=O)Nc2ncccc2O)c(C)s1 was read as KAT2A inh -24.2% and DT40 TDP1 no CPT -17.7%.
`CCN(CC)C(=O)c1ccc(Oc2ccc([N+](=O)[O-])cc2Cl)cc1` gave KAT2A inh -10.3%, DT40 TDP1 no CPT 16.4µM* and TDP1 block -2.6%.
Cc1cc(C)cc(C(=O)/C=C2\NC(=O)CS2)c1 was read as KAT2A inh -11.2%, DT40 TDP1 no CPT -10.5% and TDP1 block 2.1%.
Screening COc1ccc(-n2c(=O)c(-c3ccc(F)cc3)nc3cnc(OC)nc32)cc1 returned KAT2A inh -1.9% and DT40 TDP1 no CPT inconclusive.
`CCCC(C(=O)NCCc1ccc(S(N)(=O)=O)cc1)c1ccccc1` (stereo unspecified) gave KAT2A inh -3.1% and DT40 TDP1 no CPT -0.4%.
`Cc1cc(C(=O)NNC(=O)CCC2CCCCC2)c(C)o1` gave KAT2A inh -1.9%, DT40 TDP1 no CPT 4.8% and TDP1 block 4.3%.
`CC(C)N(Cc1cc2ccccc2[nH]c1=O)C(=O)c1cccc([N+](=O)[O-])c1` gave KAT2A inh -8.3% and DT40 TDP1 no CPT -19.5%.
`O=C(NCCN1CCN(C(=O)c2cccc([N+](=O)[O-])c2)CC1)C(=O)NCc1ccc(Cl)cc1` gave KAT2A inh -12.1%, DT40 TDP1 no CPT inconclusive and TDP1 block 3.1%.
For Cc1nc(N2CCCCC2)c2sc(=S)n(C)c2n1 the results were KAT2A inh 1.5%, DT40 TDP1 no CPT -14.3% and TDP1 block 6.5%.
CCn1c(=O)c(C(=O)NCCCc2ccccc2)c(O)c2ccccc21 was read as KAT2A inh -11.6%, DT40 TDP1 no CPT inconclusive and TDP1 block 56.2µM*.
`COc1ccc(CC(C)CC(=O)Nc2ccc(OC)cc2)cc1` (stereo unspecified) gave KAT2A inh -2.3% and DT40 TDP1 no CPT inconclusive.
CCn1c(=O)c2ccccc2n(Cc2cccc([N+](=O)[O-])c2)c1=O was read as KAT2A inh -5.3% and DT40 TDP1 no CPT inconclusive.
Cc1ccc(NC(=O)CCC(=O)N2CCOc3ccccc32)c(Cl)c1 was read as KAT2A inh inconclusive, DT40 TDP1 no CPT inconclusive and TDP1 block 5.7%.
Screening COC(=O)C1CCN(c2nc3ccccc3nc2C(C#N)C(=O)NCCc2ccccc2)CC1 (stereo unspecified) returned KAT2A inh -2.5%, DT40 TDP1 no CPT inconclusive and TDP1 block 3.9%.
For Cn1c(NC(=O)CCc2ccccc2)cc(=O)n(C)c1=O the results were KAT2A inh -4.8%, DT40 TDP1 no CPT -25.8% and TDP1 block 1.3%.
Screening O=C(CN(c1ccccc1)S(=O)(=O)c1ccc(Cl)cc1)Nc1cccnc1 returned KAT2A inh -2.9% and DT40 TDP1 no CPT -17.9%.
CCc1ccc(-c2nc(CS(=O)CC(=O)NCCc3ccccc3)c(C)o2)cc1 (stereo unspecified) was read as KAT2A inh -17.5%, DT40 TDP1 no CPT -5.0% and TDP1 block 3.1%.
`O=S(=O)(NCc1ccccc1)c1ccc(S(=O)(=O)N(Cc2ccccn2)C2CCCC2)cc1` gave KAT2A inh -11.2%, DT40 TDP1 no CPT 18.4µM* and TDP1 block 2.2%.
Screening Cc1cc2c(OCC(O)CNC3CCCCC3)cccc2[nH]1 (stereo unspecified) returned KAT2A inh -3.5%, DT40 TDP1 no CPT -24.3% and TDP1 block 8.8%.
Screening Cc1c(NC(=O)c2ccc(N(Cc3ccccc3)S(C)(=O)=O)cc2)c(=O)n(-c2ccccc2)n1C returned KAT2A inh -8.4%, DT40 TDP1 no CPT -19.2% and TDP1 block 0.0%.
`CCN(c1ccccc1)S(=O)(=O)c1ccc(OC)c(NC(=O)c2cccs2)c1` gave KAT2A inh -11.8%, DT40 TDP1 no CPT inconclusive and TDP1 block 0.0%.
Screening C=CC[n+]1c(C)csc1Nc1cccc(Br)c1 returned KAT2A inh -1.6%, DT40 TDP1 no CPT -9.4% and TDP1 block 8.0%.
`Cc1c(C(=O)N2CCCCC2)sc(NC(=O)C2CC2)c1C#N` gave KAT2A inh 10.9%, DT40 TDP1 no CPT -2.1% and TDP1 block 3.2%.
For CC(C)N1C(=O)S/C(=C/c2ccc(Sc3nc4ccccc4[nH]3)o2)C1=O the results were KAT2A inh -4.0%, DT40 TDP1 no CPT 10.3µM* and TDP1 block 7.9%.

Only part of the results is shown. The share of hits here may be higher or lower than overall.
